# Screening data deposited in PubChem BioAssay by several laboratories.
# HCT116 bCat-KO: primary screen for growth suppressors in beta-catenin knockout HCT116 cells (colon tumor, human); HCT116 beta-catenin knockout viability, CellTiter-Glo, 60 h; hits give low values; viability, % at 10 µM; hit rate 1.5% among 140,000; AID 818, 2007;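 active = viability at or under a set limit, the compound median less 4 SD, cut at about 6% in these data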;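 also: 0% = Hyamine 1622 control at 20 µM and 100% = untreated cell control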
# Phagocytosis inh: inhibitors of macrophage phagocytosis, primary screen, imaging, J774A.1 cells, IgG beads; J774A.1 macrophage IgG-bead phagocytosis; inhibition, % at 5 µM; AID 1029, 2008; hit rate 0.07% among 110,000;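 active = inhibition above the mean of the plate negative controls plus 5 SD, cut at about 13% in these data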;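 also: phagocytic index as fraction of beads internalized from green versus red external bead signal; plate controls were DMSO negative control for no effect and cytochalasin-D positive control for full effect; some results beyond the cut were filed as inactive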
# E-sel TNF inh: E-selectin induction blockers in HUVEC – imaging, immunofluorescence, high content, primary screen; HUVEC TNFa-induced E-selectin immunofluorescence; inhibition, % at 2 µM; hit rate 0.71% among 120,000; AID 1246, 2008;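 active = inhibition above the batch mean plus 3 SD, and confirmed as a hit on visual image review, cut at about 43% in these data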;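 also: 0% = TNF-stimulated DMSO wells and 100% = unstimulated control wells; not every result past the cut was called active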
# GALR2 antag: GALR2 antagonists in receptor-expressing cells, primary screen. antagonist mode. Galanin receptor type 2 (Homo sapiens), O43603. inhibition, % at 4 µM. AID 828, 2007. hit rate 0.39% among 140,000; in the data active = inhibition above about 27%;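 also: cells stimulated with galanin 1-16 at roughly its EC80; 0% = agonist challenge control and 100% = basal control without agonist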
# Target sequence (O43603 whole entry, looked up): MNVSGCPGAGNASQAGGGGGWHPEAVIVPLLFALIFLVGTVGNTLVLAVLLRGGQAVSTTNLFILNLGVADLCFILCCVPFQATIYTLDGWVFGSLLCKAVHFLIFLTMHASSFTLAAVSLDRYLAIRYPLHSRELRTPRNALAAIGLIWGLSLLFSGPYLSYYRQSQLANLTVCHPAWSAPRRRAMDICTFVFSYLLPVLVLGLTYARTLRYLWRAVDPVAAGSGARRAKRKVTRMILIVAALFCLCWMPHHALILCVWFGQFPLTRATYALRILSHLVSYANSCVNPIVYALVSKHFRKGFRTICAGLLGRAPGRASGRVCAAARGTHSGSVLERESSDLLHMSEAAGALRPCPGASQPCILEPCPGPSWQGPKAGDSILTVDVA
# NPY-Y2 antag: NPY-Y2 receptor antagonists, primary screen, cell-based; Neuropeptide Y receptor type 2 (Homo sapiens), P49146; inhibition, % at 2.7 µM; NPY-Y2 expressing cells, antagonist mode; hit rate 0.99% among 140,000; in the data active = inhibition above about 17%;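 also: 0% = vehicle with agonist challenge and 100% = reference antagonist with challenge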
# Target sequence (P49146 whole entry, looked up): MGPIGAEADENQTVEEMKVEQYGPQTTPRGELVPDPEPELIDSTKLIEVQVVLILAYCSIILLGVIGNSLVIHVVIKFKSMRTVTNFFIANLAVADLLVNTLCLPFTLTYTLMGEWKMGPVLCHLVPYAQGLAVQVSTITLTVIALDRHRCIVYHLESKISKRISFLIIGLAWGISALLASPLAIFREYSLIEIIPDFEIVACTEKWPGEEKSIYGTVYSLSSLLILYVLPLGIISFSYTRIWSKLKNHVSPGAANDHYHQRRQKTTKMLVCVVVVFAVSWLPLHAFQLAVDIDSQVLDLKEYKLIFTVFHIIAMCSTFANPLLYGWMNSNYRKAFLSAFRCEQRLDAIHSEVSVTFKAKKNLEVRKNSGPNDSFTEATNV
# HCT116 PTEN-null: growth suppression of PTEN-null HCT116, primary screen, cell-based, CellTiter-Glo | AID 827, 2007 | viability, % at 10 µM | hit rate 1.2% among 140,000 | HCT116 PTEN-null viability, 60 h; hits give low values;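 active = viability at or below a set limit, 4 SD under the median of all tested compounds, cut at about 3.7% in these data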;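 also: PTEN knockout HCT116 line with beta catenin targeted HCT116 as companion control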
# BB579 growth dn: growth inhibitors of yeast BB579 in restrictive medium, primary screen, yeast lifespan-shortening project, S. cerevisiae; OD615, 48 h; inhibition, % at 10 µM; AID 804, 2007; hit rate 0.51% among 140,000;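 active = inhibition above a set limit, 3 SD over the mean compound inhibition, cut at about 44% in these data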; also: inactives centre near -24
#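 System: Saccharomyces cerevisiae DeaD strain BB579, replicative lifespan model yeast. Buffer or medium: restrictive glucose-based CSMM-D medium. Doses: one dose, 10 µM compound with 0.25% DMSO. Timing: 4 h preincubation and 48 h exposure at 30 °C. Detection: turbidity as optical density at 615 nm. Benchmarks: amphotericin B 10 µg/mL, positive.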
# Yeast life ext: compounds extending yeast replicative lifespan, primary screen, S. cerevisiae, OD615; S. cerevisiae growth with nicotinamide; deaD strain in restrictive glucose medium; AID 775, 2007; inhibition of the nicotinamide effect, % at 10 µM; hit rate 0.68% among 130,000;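 active = inhibition above a set limit, placed 3 SD over the median of all compounds, cut at about 26% in these data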;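 also: 0% = nicotinamide-treated wells and 100% = cells grown without nicotinamide; some compounds called inactive have numbers as strong as hits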
#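 assay system = DeaD-strain S. cerevisiae | buffer or medium = restrictive glucose medium | reagent = 1.5 mM nicotinamide | compound = 10 µM single point, 0.25% DMSO | incubation = 48 h compound exposure at 30 °C, humidified | signal = OD615 measurement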
# Measles CPE: compounds protecting cells from measles virus cytopathic effect, primary screen, measles RdRp inhibitor project, single point, MLSMR library, absorbance; hit rate 1.5% among 140,000; AID 841, 2007; Measles virus-infected cells, CPE protection; protection (pct of control), % at 4 µM; in the data active = protection mostly above about 24%, no sharp cut-off; inactive = mostly below about 26%; also: some compounds called inactive have numbers as strong as hits
# MRP1 act: H69AR viability gain despite doxorubicin, primary screen, MRP-1 activator project, H69AR cells, CellTiter-Glo; viability increase, % at 10 µM; AID 799, 2007; hit rate 0.61% among 140,000; viability rescue;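 active = viability gain under doxorubicin at or above a set limit, the compound median plus 3 SD, cut at about 4.7% in these data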;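 also: MRP-1 overexpressing cells given doxorubicin 25 µM after compound pretreatment; 18-22 h compound pretreatment then 72 h with doxorubicin before readout; 0% = doxorubicin-only wells and 100% = vehicle-treated cells without doxorubicin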
# The depositor's hits bear a star; · = not tested or not shown. No enrichment for hits; overall some 6.2% were active at least once.
(1) CC(C)C(C(=O)OCC(=O)c1cccc([N+](=O)[O-])c1)N1C(=O)[C@@H]2[C@H]3CC[C@H](C3)[C@@H]2C1=O (stereo not given in full)
(2) CC(=O)Nc1ccccc1NC(=O)CN(C)S(=O)(=O)c1ccc(C)cc1
(3) COc1ccc(Cl)cc1NC(=O)CCN1CCN(c2ccccc2C)CC1
(4) O=C(Nc1cccc(C(F)(F)F)c1)C1CCCN1S(=O)(=O)c1cccc2cccnc12 (stereo not given)
(5) O/N=C/c1ccc(OCC(O)COc2ccc(/C=N/O)cc2)cc1
(6) COC(=O)c1ccc2c(=O)n(CCCCCC(=O)N3CCN(c4ccc(F)cc4)CC3)c(=O)[nH]c2c1

Screen / compound no.	1	2	3	4	5	6
E-sel TNF inh	·	-19	·	-6	4	·
BB579 growth dn	-13	-48	-24	13	-51	-10
MRP1 act	-1.8	-0.6	-3.6	0.7	-1.6	-1.3
HCT116 PTEN-null	89	97	80	12	105	77
HCT116 bCat-KO	93	92	84	12	99	74
Yeast life ext	10	-1	2	-14	6	-13
GALR2 antag	9	5	-6	-2	-4	-3
NPY-Y2 antag	-2	2	3	1	2	0
Measles CPE	3	3	34	15	16	3
Phagocytosis inh	·	9	-2	·	-1	0

(7) O=[N+]([O-])c1cccc(/C([O-])=C(/C(=S)Nc2ccccc2)[n+]2ccccc2)c1
(8) COc1ccc(C2N(C(=O)c3ccccc3)CCN2C(=O)c2ccccc2)cc1
(9) Cc1cccc(NC(=O)CCS(=O)(=O)c2cccc3nsnc23)c1C
(10) CC(=O)/C(C#N)=C1\NC(=O)C(Cc2ccccc2Cl)S1 (stereo not given)
(11) COc1ccc([N+](=O)[O-])cc1N1C(=O)c2cccc3cccc(c23)C1=O
(12) COc1ccc(NS(=O)(=O)c2cccc(N3CC(O)=C(c4ccccc4)C3=N)c2)cc1

Screen / compound no.	7	8	9	10	11	12
E-sel TNF inh	·	13	9	2	3	·
BB579 growth dn	-20	-9	-21	-43	-36	-6
MRP1 act	1.0	-1.5	-1.6	0.9	-0.1	-1.2
HCT116 PTEN-null	85	99	87	64	95	78
HCT116 bCat-KO	81	89	83	72	101	83
Yeast life ext	-2	-4	12	56	3	2
GALR2 antag	-7	9	6	0	-7	2
NPY-Y2 antag	1	4	0	4	3	5
Measles CPE	28	9	3	38*	2	8
Phagocytosis inh	-6	3	·	·	0	-10

# Ordered by formula weight (highest first): 11 of the compounds above
(6) COC(=O)c1ccc2c(=O)n(CCCCCC(=O)N3CCN(c4ccc(F)cc4)CC3)c(=O)[nH]c2c1
(4) O=C(Nc1cccc(C(F)(F)F)c1)C1CCCN1S(=O)(=O)c1cccc2cccnc12 (stereo not given)
(12) COc1ccc(NS(=O)(=O)c2cccc(N3CC(O)=C(c4ccccc4)C3=N)c2)cc1
(1) CC(C)C(C(=O)OCC(=O)c1cccc([N+](=O)[O-])c1)N1C(=O)[C@@H]2[C@H]3CC[C@H](C3)[C@@H]2C1=O (stereo not given in full)
(3) COc1ccc(Cl)cc1NC(=O)CCN1CCN(c2ccccc2C)CC1
(8) COc1ccc(C2N(C(=O)c3ccccc3)CCN2C(=O)c2ccccc2)cc1
(7) O=[N+]([O-])c1cccc(/C([O-])=C(/C(=S)Nc2ccccc2)[n+]2ccccc2)c1
(9) Cc1cccc(NC(=O)CCS(=O)(=O)c2cccc3nsnc23)c1C

Screen / compound no.	6	4	12	1	3	8	7	9
E-sel TNF inh	·	-6	·	·	·	13	·	9
BB579 growth dn	-10	13	-6	-13	-24	-9	-20	-21
MRP1 act	-1.3	0.7	-1.2	-1.8	-3.6	-1.5	1.0	-1.6
HCT116 PTEN-null	77	12	78	89	80	99	85	87
HCT116 bCat-KO	74	12	83	93	84	89	81	83
Yeast life ext	-13	-14	2	10	2	-4	-2	12
GALR2 antag	-3	-2	2	9	-6	9	-7	6
NPY-Y2 antag	0	1	5	-2	3	4	1	0
Measles CPE	3	15	8	3	34	9	28	3
Phagocytosis inh	0	·	-10	·	-2	3	-6	·

(11) COc1ccc([N+](=O)[O-])cc1N1C(=O)c2cccc3cccc(c23)C1=O
(5) O/N=C/c1ccc(OCC(O)COc2ccc(/C=N/O)cc2)cc1
(10) CC(=O)/C(C#N)=C1\NC(=O)C(Cc2ccccc2Cl)S1 (stereo not given)

Screen / compound no.	11	5	10
E-sel TNF inh	3	4	2
BB579 growth dn	-36	-51	-43
MRP1 act	-0.1	-1.6	0.9
HCT116 PTEN-null	95	105	64
HCT116 bCat-KO	101	99	72
Yeast life ext	3	6	56
GALR2 antag	-7	-4	0
NPY-Y2 antag	3	2	4
Measles CPE	2	16	38*
Phagocytosis inh	0	-1	·

# Remaining list, next part
(13) Cc1ccc(C2C(C#N)=C(N)Oc3n[nH]c(-c4cccs4)c32)cc1 (stereo not given)
(14) CC(=O)Oc1ccc(C(=O)[C@H]2[C@H]3C(=O)N(c4ccc5ccccc5c4)C(=O)[C@H]3[C@@H]3C=CC=NN32)cc1
(15) CCCCn1c(C)csc1=Nc1cccnc1
(16) Cc1cc(C(=O)NCCC2=CCCCC2)no1
(17) COc1cccc(CN2CCN(C(=O)c3ccc(-c4ccccc4)cc3)CC2)c1
(18) O=C(Nc1ccccc1C(=O)OCC(=O)c1c[nH]c2ccccc12)c1ccco1

Screen / compound no.	13	14	15	16	17	18
E-sel TNF inh	0	3	·	-17	·	-3
BB579 growth dn	-27	-27	-7	-10	-1	-38
MRP1 act	-1.8	-3.1	0.7	-1.0	0.2	-1.9
HCT116 PTEN-null	93	83	100	97	79	62
HCT116 bCat-KO	81	86	98	91	79	72
Yeast life ext	·	0	-4	-7	3	-4
GALR2 antag	10	11	16	2	5	12
NPY-Y2 antag	5	1	1	-1	4	-2
Measles CPE	0	2	11	19	4	3
Phagocytosis inh	·	-9	-2	0	-2	-2

# In another format: 2 of the compounds above.
# Results follow in this order: E-sel TNF inh, BB579 growth dn, MRP1 act, HCT116 PTEN-null, HCT116 bCat-KO, Yeast life ext, GALR2 antag, NPY-Y2 antag, Measles CPE, Phagocytosis inh
15	CCCCn1c(C)csc1=Nc1cccnc1
 : ·, -7, 0.7, 100, 98, -4, 16, 1, 11, -2
16	Cc1cc(C(=O)NCCC2=CCCCC2)no1
 : -17, -10, -1.0, 97, 91, -7, 2, -1, 19, 0

# Next section.
(19) CS(=O)(=O)Cc1nc2ccccc2oc1=O
(20) CC1(C)CC(N2CCN(c3ccccc3)CC2)=CC(=[N+]2CCCC2)C1
(21) Cc1cc(C)nc(SCc2nnc(SCC(=O)N3CCCc4ccccc43)n2C)n1
(22) Cc1ccc(SCC2(O)CCN(S(=O)(=O)c3ccc(Cl)cc3)CC2)cc1
(23) CCSc1nc2ccccc2n1Cc1nc(N)nc(N(C)C)n1
(24) CCCC(=O)Nc1cc2c(cc1C(=O)c1ccccc1)OCCO2
(25) COc1ccc(OC(=O)c2cn(C)nc2C(F)(F)F)cc1
(26) O=C(O)CC12C[C@H]3C[C@@H](C1)CC(n1ncc(N4CCN(c5ccccc5)CC4)c(Cl)c1=O)(C3)C2
(27) CCC(CCC(=O)Nc1ccn(-c2ccccc2)n1)C(=O)O (stereo not given)

Screen / compound no.	19	20	21	22	23	24	25	26	27
E-sel TNF inh	·	·	21	15	4	·	·	·	-3
BB579 growth dn	33	-58	-46	-16	-36	-68	-44	-15	-45
MRP1 act	-4.3	-1.1	-1.2	-1.9	-0.7	-1.3	-0.3	-0.1	-2.9
HCT116 PTEN-null	47	11	101	69	112	95	108	97	89
HCT116 bCat-KO	54	12	101	66	85	95	102	96	98
Yeast life ext	-4	14	-3	-2	-12	-3	-7	-5	-5
GALR2 antag	-2	1	-3	0	1	6	-4	-5	1
NPY-Y2 antag	1	3	0	2	4	7	4	0	2
Measles CPE	1	2	16	11	9	3	17	3	15
Phagocytosis inh	0	-1	0	·	0	-3	-2	·	0
